# SIAE primary: blocks human sialic acid acetylesterase; Q9HAT2; SIAE FP-Rh probe binding, fluorescence polarization; 370,000 tested, 0.69% active; AID 1053197; inhibition, % at 9.66 µM;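 active means inhibition above a cutoff: mean of compounds within the control limits plus 3 SD of those, cut at about 17% in these data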;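 further: 0% = plate median of compound wells and 100% = probe without SIAE protein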
# Target sequence (Q9HAT2 whole entry, looked up): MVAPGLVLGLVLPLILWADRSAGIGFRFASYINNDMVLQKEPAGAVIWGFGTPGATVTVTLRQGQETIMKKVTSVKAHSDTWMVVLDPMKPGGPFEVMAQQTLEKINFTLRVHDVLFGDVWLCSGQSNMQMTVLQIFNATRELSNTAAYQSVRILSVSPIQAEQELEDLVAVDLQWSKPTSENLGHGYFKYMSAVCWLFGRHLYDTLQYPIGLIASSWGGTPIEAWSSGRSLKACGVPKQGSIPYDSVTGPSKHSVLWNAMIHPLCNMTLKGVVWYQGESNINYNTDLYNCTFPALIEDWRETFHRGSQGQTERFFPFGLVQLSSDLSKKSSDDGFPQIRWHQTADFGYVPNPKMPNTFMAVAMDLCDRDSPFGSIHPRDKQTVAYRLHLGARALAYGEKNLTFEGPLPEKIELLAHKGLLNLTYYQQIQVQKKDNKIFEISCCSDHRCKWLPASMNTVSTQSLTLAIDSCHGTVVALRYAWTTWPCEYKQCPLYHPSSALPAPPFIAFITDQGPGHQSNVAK
# UHRF1 binding: human UHRF1 methylated DNA binding inhibitors | UHRF1 binding to methylated oligo, TR-FRET | inhibition, % at 4.4 µM | 370,000 tested, 0.75% active | AID 687016; in the data active means inhibition above about 21%;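 further: UHRF1 SRA domain binding a hemimethylated CpG hairpin DNA probe; 0% = median of test compound wells and 100% = reference inhibitor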
# MBD2 inh: MBD2-methylated oligo binding inhibition | Q9UBB5 | TR-FRET, MBD2 binding to methylated oligonucleotide | inhibition, % at 4.4 µM | 370,000 tested, 0.31% active | AID 686964; in the data active means inhibition above about 13%
# PRMT1 FP inh: blocks human protein arginine methyltransferase 1. inhibition, % at 2.79 µM. recombinant PRMT1, activity-based probe fluorescence polarization. 370,000 tested, 1.3% active. Q99873;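 active means inhibition above about 21% made by adding two undisclosed values, limit read from the data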
# TDP2 absorb: blocks human TDP2 phosphodiesterase activity; 370,000 tested, 0.34% active; inhibition, % at 12.8 µM; recombinant TDP2, T5PNP hydrolysis, p-nitrophenol absorbance 415 nm; O95551;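 active means inhibition above the mean of all tested compounds plus 3 SD, set per campaign, cut at about 25% in these data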;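 further: 0% = DMSO with enzyme and 100% = buffer with substrate but no TDP2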
#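 System – recombinant human TDP2 · Amount – 120 nM TDP2 per well · Buffer or medium – Mg2+-containing Tris-HCl buffer, pH 7.5 · Reagent – T5PNP substrate, 5 mM · Dosing – 12.8 µM single point, 1% DMSO · Incubation – 2 h at 37 °C · Measured by – epi absorbance · Read-out basis – percent inhibition · Benchmarks – high control without enzyme, low control DMSO plus TDP2 · Repeats – singlicate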
# LEDGF integ inh: blocks HIV-1 LEDGF/p75-dependent DNA integration | TR-FRET IN-LEDGF/p75 DNA integration, Eu/Cy5 | inhibition, % at 3.7 µM | 370,000 tested, 0.64% active;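 active means inhibition above the screen-wide mean plus 3 SD, cut at about 13% in these data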;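 further: signal is the Cy5 over europium emission ratio at 671 and 618 nm; 0% = plate median of compound wells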
# proKLK7 act: activates the human kallikrein-7 zymogen. P49862. purified proKLK7, EDANS-DABCYL substrate fluorescence; 100% is mature enzyme control, 0% vehicle. activation, % at 7 µM. 370,000 tested, 0.9% active. AID 652039;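 active means activation above the mean of all tested compounds plus 3 SD, computed per campaign excluding outliers beyond control limits, cut at about 13% in these data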
# Target sequence (P49862 whole entry, looked up): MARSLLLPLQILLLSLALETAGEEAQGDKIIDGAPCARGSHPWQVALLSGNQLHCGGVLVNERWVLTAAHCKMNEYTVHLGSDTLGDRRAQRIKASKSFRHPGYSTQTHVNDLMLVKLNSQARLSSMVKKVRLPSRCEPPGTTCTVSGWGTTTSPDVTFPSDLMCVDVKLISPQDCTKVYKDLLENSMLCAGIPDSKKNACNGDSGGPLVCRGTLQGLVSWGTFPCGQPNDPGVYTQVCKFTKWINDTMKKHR
# Tn7 DDE FP: disrupts Tn7 cyclic peptide binding to fibrin D-Dimer-E complex; P02675; FP displacement of FITC-Tn7 peptide from fibrin DD(E); 0% = median of compound wells per plate; inhibition, % at 8.3 µM; 370,000 tested, 0.13% active; AID 720508;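 active means inhibition above the mean of compounds falling within the control limits plus 3 SD of them, cut at about 14% in these data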;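 further: 0% = plate median of compound wells and 100% = 10 µM Aha-Tn7 peptide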
#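 Also added: labelled Tn7 tracer, 0.1 µM; Assay system: human fibrin DD(E) protein; Amount: 2 µM fibrin DD(E); Schedule: 10 min compound pre-incubation, 3 h probe incubation at room temperature; Repeats: one replicate per compound; Read-out basis: percent inhibition; Measured by: fluorescence polarization of the labelled Tn7 tracer.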
# TCR-CD3 inh: inhibitors of human TCR-CD3 interaction; TAMRA-labeled TCR probe fluorescence, biochemical; inhibition, % at 9.4 µM; 360,000 tested, 0.37% active; AID 651800; in the data active means inhibition above about 19%;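 further: recombinant mutant TCR 2C K166C tagged with TAMRA read by polarization; 0% = receptor in buffer alone and 100% = receptor with positive control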
# DDE Tn6 FP inh: disrupts Tn6 cyclic peptide binding to fibrin D-Dimer-E complex | Fibrin DD(E) TRITC-Tn6 fluorescence polarization displacement | P02675 | 370,000 tested, 0.21% active | inhibition, % at 8.3 µM;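 active means inhibition above a per-campaign cutoff: mean of compounds within control limits plus 3 SD, cut at about 15% in these data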;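 further: 0% = median of all compound wells on the plate and 100% = blocking peptide control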
# An asterisk follows results filed as active; x = not tested or not shown.
SMILES,SIAE primary,UHRF1 binding,MBD2 inh,PRMT1 FP inh,TDP2 absorb,LEDGF integ inh,proKLK7 act,Tn7 DDE FP,TCR-CD3 inh,DDE Tn6 FP inh
COc1cc2oc(-c3ccc(O)cc3)cc(=O)c2c(O)c1OC,1,-2,0,7,-6,-9,-1.5,-3,5,-21
COc1cc(CNc2nnnn2C)ccc1OCc1c(F)cccc1Cl,-6,0,1,5,-3,-1,0.1,0,-2,-2
CCCSc1ccc([C@H]2N[C@@](Cc3ccccc3)(C(=O)OC)[C@H]3C(=O)N(CC)C(=O)[C@@H]23)cc1,1,0,-4,-3,-3,0,-0.1,7,4,5
CN(C)CCCCCNCCCNC(=O)/C=N\O,-1,-3,1,-2,-4,-2,0.1,2,1,7
CCN(CC(=O)Nc1ccc(NC(C)=O)cc1)C(=O)C1CCN(C(=O)c2ccccc2C)CC1,2,-1,0,0,-1,-1,-0.2,-1,9,4
O=C(N/N=C/c1sc(=O)n(-c2ccccc2)c1Cl)c1ccccc1,0,-4,-6,-2,-10,-2,0.7,-2,1,5
O=C(Cn1c2ccc(F)cc2c2nc3n(c(=O)c21)CCS3)Nc1ccc(Cl)cc1F,-31,1,-2,-10,14,3,-1.9,3,8,-2
O=C(CCOc1ccccc1)N1CCN(c2ccc(O)cc2)CC1,2,-1,-4,13,-22,1,0.2,-8,1,-3
Cc1ccc(C(=O)N=c2sccn2C)o1,-5,-2,2,1,5,0,-0.7,-2,2,-5
CC(C)C(C(=O)O)N1C(=O)C2C3CCC(C3)C2C1=O (stereo not drawn),-2,1,0,1,-11,-1,0.4,-1,-7,-5
Cc1ccc(S(=O)(=O)N(C)C)cc1NC(=O)C1CCCCN1S(=O)(=O)c1ccccc1 (stereo not drawn),0,-1,6,3,-3,0,-0.2,7,-5,-1
CCc1ccc(OC2(C)CCN(Cc3ccc4c(c3)OCCO4)C2)cc1 (stereo not drawn),6,-1,-2,-4,2,-3,0.5,-4,-2,1
O=C(c1ccco1)N1CCN(S(=O)(=O)c2ccc([N+](=O)[O-])cc2)CC1,-1,2,0,1,7,-1,-0.7,3,-6,-7
CC(C)C1C(=O)N(Cc2cn(CCC3OCCCO3)nn2)CCS(=O)(=O)N1Cc1ccc(-c2cccc(CO)c2)cc1 (stereo not drawn),-7,-2,-3,-3,-4,1,0.2,1,0,1
COC(=O)[C@]12CCCCC=C1N(Cc1ccccc1)C(=O)[C@H](CC(=O)NCc1cccc(C(F)(F)F)c1)C2,-2,-2,1,2,10,-5,-0.6,0,-2,-15
CCCn1nnc(NC(=O)/C=C/c2cc(Br)ccc2OC)n1,-5,-3,-5,-4,-19,-2,0.5,-7,1,11
COc1ccccc1C(=O)NC(CCSC)C(=O)OCC(=O)N1CCN(S(=O)(=O)c2ccc(C)cc2)CC1 (stereo not drawn),3,-3,-6,1,7,-2,0.1,7,4,8
O=C(CSc1nccc(=O)[nH]1)NC1CCCCCC1,0,-2,-8,-1,4,-4,61*,4,5,5
C[C@H](NC(=O)c1nc[nH]c1C(=O)N1CCc2ccccc2C1)C(=O)OC(C)(C)C,3,-1,0,2,8,-1,0.4,-4,4,8
CC(C)CCN1C(=O)c2ccccc2C1c1nnnn1-c1ccc2c(c1)OCCO2 (stereo not drawn),0,-2,-4,-6,6,7,0.0,-8,6,1

# Reformatted: entries from further up
canonical_smiles	SIAE primary	UHRF1 binding	MBD2 inh	PRMT1 FP inh	TDP2 absorb	LEDGF integ inh	proKLK7 act	Tn7 DDE FP	TCR-CD3 inh	DDE Tn6 FP inh
CCN(CC(=O)Nc1ccc(NC(C)=O)cc1)C(=O)C1CCN(C(=O)c2ccccc2C)CC1	2	-1	0	0	-1	-1	-0.2	-1	9	4
O=C(c1ccco1)N1CCN(S(=O)(=O)c2ccc([N+](=O)[O-])cc2)CC1	-1	2	0	1	7	-1	-0.7	3	-6	-7
COc1ccccc1C(=O)NC(CCSC)C(=O)OCC(=O)N1CCN(S(=O)(=O)c2ccc(C)cc2)CC1 (stereo not drawn)	3	-3	-6	1	7	-2	0.1	7	4	8

# Continuation.
SMILES,SIAE primary,UHRF1 binding,MBD2 inh,PRMT1 FP inh,TDP2 absorb,LEDGF integ inh,proKLK7 act,Tn7 DDE FP,TCR-CD3 inh,DDE Tn6 FP inh
COc1ccc(Cc2nnc(SCC(=O)Nc3ccc(C)c(C)c3)o2)cc1OC,4,-1,-5,-5,-4,6,0.0,1,-1,-6
CC(C)(C)NC(=O)NC(=O)CSc1cccc(C(F)(F)F)c1,-5,0,6,1,-6,-4,0.5,4,0,-7
COc1cccc(-c2cc(N3C(=O)Nc4ccccc4N3O)n[nH]2)c1,1,-8,-3,-3,-2,2,0.2,0,-4,0
COc1ccc2cc(S(=O)(=O)NCc3cccnc3)ccc2c1,-3,3,-1,4,-12,-3,-0.3,-2,-4,4
CCN1/C(=C2\C(=O)N(C)C(=S)N2C)C=Cc2ccccc21,1,-18,-20,4,-2,-5,-0.5,-2,-2,4
CC(CCc1ccccc1)NC(=O)COC(=O)c1cccc2ccccc12 (stereo not drawn),-12,-1,4,2,-6,1,-0.2,-5,0,7
O=C(NCc1ccccc1)c1ccc2ccccc2n1,-2,-5,-4,0,-7,1,0.4,0,10,2
COc1ccccc1NC(=O)OCC#CCOC(=O)Nc1ccccc1OC,-4,-1,-3,-1,-16,-6,0.2,6,-4,0
COc1cccc(CNC(=O)COC(=O)c2cccc(S(=O)(=O)N3CCN(C(C)=O)CC3)c2)c1,1,-1,-2,-2,9,0,-0.3,-2,2,-1
COC(=O)[C@@H]1[C@@H](C#N)C2(c3ccccc3-c3ccccc32)N(c2ccc(Cl)cc2)N1C#N,7,-4,0,6,12,0,-0.3,2,10,2
CN1CCN(S(=O)(=O)c2ccc(Br)c3ccccc23)CC1,-2,-4,-6,1,-2,3,0.6,-1,7,-6
CC(C)c1nnc(N2C(=O)c3oc4ccccc4c(=O)c3C2c2ccco2)s1 (stereo not drawn),7,0,3,2,13,0,-0.3,-5,4,6
O=C(O)c1nsc(Cl)c1Cl,0,-1,1,-2,-3,-3,-0.3,1,-4,2
C=CCn1c(C)cc(C(=O)COC(=O)[C@@H](NC(=O)c2ccccc2Cl)C(C)C)c1C,6,1,-1,0,6,-4,0.3,0,-2,-2
Nc1c(-c2ccccc2)cnn1-c1cccc([N+](=O)[O-])c1,-4,2,0,-1,11,0,0.1,-1,-4,0
COc1ccc(-c2n[nH]c(=S)n2Cc2ccco2)cc1,-2,2,6,9,9,2,0.0,-1,-6,-5
O=S(=O)(c1ccccc1)N1CCCc2nc(-c3ccc(F)cc3)ccc21,0,-1,0,-1,-3,-2,-0.1,2,-4,6
O=C(CN1C(=O)c2ccccc2S1(=O)=O)NC(Nc1ccccc1F)C(Cl)(Cl)Cl (stereo not drawn),-13,-5,1,2,-11,1,-0.2,-7,0,-1
Cc1nc2ccc(Cl)cn2c1[N+](=O)[O-],3,-3,-6,-4,-2,0,-0.1,1,0,2
COc1ccccc1/C=N/NC(=O)CN(C1=NS(=O)(=O)c2ccccc21)c1ccccc1,-28,0,3,-1,2,-2,-0.2,0,-1,2
CC(=O)Nc1ccc(C(=O)NNC(=O)c2cc([N+](=O)[O-])cc([N+](=O)[O-])c2)cc1,0,-1,0,0,9,-3,0.4,5,-4,-9
CN1/C(=C\C=N\NC(=O)c2cccnc2)C(C)(C)c2ccccc21,-1,-5,-2,1,1,-5,0.4,-6,-7,-4
CC(C)(C)NC(=S)NC1CC1,2,1,0,-1,-8,-3,-0.5,2,-1,4
CCCCc1ccc(NC(=O)CC(C)=O)cc1,-1,3,9,0,10,1,0.0,-2,-2,-4
CCC(=O)Nc1cccc(-c2nnc(SCC(=O)c3ccccc3)n2C)c1,2,7,-1,5,-5,-1,-0.3,6,-7,5
O=C(CCc1nnc2ccc(NCc3ccco3)nn12)N1CCCCC1,-1,9,1,7,15,-2,0.0,2,1,8
c1ccc(Nc2nc(-c3ccncc3)cs2)cc1,4,-1,-5,-4,-15,-4,0.3,-10,1,-5
Cc1nc(SCc2ccc(Br)cc2)[nH]c(=O)c1C,-2,2,-6,-1,-12,1,-0.1,7,-7,2
CCc1nc2ccc(C(=O)N(C)CC(=O)Nc3cccc(F)c3)cc2nc1CC,5,-3,3,3,4,-3,-0.1,7,-12,-8
COc1ccc(NC(=O)c2ccccc2NC(=O)c2ccco2)cc1,6,0,2,-5,-4,4,-0.1,-9,2,3
O=C(Nc1ccc(C(=O)N2CCCC2)cc1)c1ccc(F)cc1Cl,-4,-1,-3,2,1,1,-0.1,4,6,3
CCOc1ccc(S(=O)(=O)NCCC(=O)N2CCN(c3ccccc3O)CC2)cc1,9,-3,3,-2,2,3,0.1,6,-5,3
CCn1ncc(/C=N\NC(=O)c2cc(-c3ccc(C)cc3C)nc3ccccc23)c1C,0,20,-7,-3,1,0,1.4,2,3,0
O=C(O)c1cncc(Br)c1,1,2,-3,1,3,2,0.2,1,0,1
C=CCSc1nc2ccccc2c(=O)n1Cc1ccccc1,-3,-1,2,1,1,-2,-0.2,-4,4,0
COc1ccc(C(=O)N/C(=C/c2ccco2)C(=O)NC2CCS(=O)(=O)C2)cc1 (stereo not drawn),-2,1,2,4,-5,0,0.3,-2,-3,2
Cc1nn(C)cc1[C@@H]1C[C@H]2CN(Cc3cccc(Cl)c3)C(=O)[C@]23CCCN13,-3,5,-2,1,0,-7,-0.3,6,-2,-5
Cc1ccc(-n2nc(C(=O)N3CCN(C)CC3)c3c4ccccc4n(C)c3c2=O)cc1,-3,2,3,2,-10,4,1.1,3,2,-1
COc1ccccc1CC(=O)Nc1ccc(Cl)cc1C(=O)O,1,4,6,0,-5,-4,0.8,3,-2,-7
Cn1c2c(c(=O)n(C)c1=O)C(c1ccc(Cl)cc1)C(C#N)=C(N)O2 (stereo not drawn),15,-2,-3,12,15,-1,1.6,6,8,8
CCOC(=O)Cc1csc(NC(=O)CCSc2ccccc2)n1,5,3,-3,1,-1,1,0.5,2,-5,1
Cc1cc2c(c(SCC(=O)NCc3ccccc3Cl)n1)C(=O)OC2,-3,3,-2,-2,-13,0,0.5,-4,-1,0
O=S(=O)(c1ccccc1)c1nc(NCc2cccnc2)sc1Cl,11,2,0,-10,-4,3,0.1,0,2,3
CCCC[C@H]1C2CC(OC(=O)NCCCC(=O)OCC)C(C2)[C@H]2CCCCN21 (stereo partly drawn),0,1,1,6,10,1,0.3,0,x,-1
Cc1cc(CNC(=O)C(C)n2nc(C)c([N+](=O)[O-])c2C)c2ccccc2n1 (stereo not drawn),1,-3,-5,-2,0,3,0.2,2,0,2
O=C1N/C(=C/c2cccn2-c2ccc(F)cc2)C(=O)N1Cc1ccccc1,-1,-7,-2,2,3,3,-42,8,-4,0
Cc1ccc(-c2ccc(CCC(=O)O)n2CC2CCCO2)cc1 (stereo not drawn),4,-4,-6,0,-2,4,4.4,7,3,6
